Screening results from PubChem.
MIN6 prolif = induces beta-cell replication in MIN6 cells. actives 0.29% (n = 330,000). MIN6 cells proliferation, ATPlite luminescence, 48 h; cells starved in 0.2% serum; 100% = growth in 10% serum. proliferation, % at 10 µM;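 active = compounds whose signal lies at least 3.5 SD above the mean of all wells on their plate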;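 note: 0% = DMSO-treated cells in low-serum medium and 100% = 10% serum control; some compounds called inactive have numbers as strong as hits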
ATG4B inhibitor = blocks human ATG4B protease cleavage of LC3 substrate; actives 0.51% (n = 340,000); AID 504462; Q9Y4P1; inhibition, % at 8.33 µM; ATG4B cleavage of LC3-PLA2, NBD-HPC fluorescence, 1 h; in the data active = inhibition above about 40%
Target sequence (Q9Y4P1 whole entry, looked up): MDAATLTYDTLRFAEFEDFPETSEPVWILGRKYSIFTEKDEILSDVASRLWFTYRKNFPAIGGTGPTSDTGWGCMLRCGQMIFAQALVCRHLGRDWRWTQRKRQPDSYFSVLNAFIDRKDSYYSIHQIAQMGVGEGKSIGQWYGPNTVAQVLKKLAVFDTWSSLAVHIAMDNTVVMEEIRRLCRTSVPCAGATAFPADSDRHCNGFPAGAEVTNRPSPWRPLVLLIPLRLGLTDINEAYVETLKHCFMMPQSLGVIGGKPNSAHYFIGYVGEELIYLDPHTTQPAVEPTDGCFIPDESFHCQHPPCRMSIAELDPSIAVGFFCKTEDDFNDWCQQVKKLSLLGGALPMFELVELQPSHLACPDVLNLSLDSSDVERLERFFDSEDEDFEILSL
APOBEC3A inh = inhibitors of human APOBEC3A DNA deaminase; P31941; recombinant A3A, FAM/TAMRA ssDNA deamination fluorescence; inhibition, % at 20 µM; actives 0.41% (n = 330,000); AID 493011;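 active = at least 40% inhibition at 20 µM here, with at most 30% in a related deaminase screen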;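 note: plate controls were A3A with DMSO for no effect and wells lacking A3A enzyme for full effect; some results filed as inactive read as strong as hits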
Target sequence (P31941 whole entry, looked up): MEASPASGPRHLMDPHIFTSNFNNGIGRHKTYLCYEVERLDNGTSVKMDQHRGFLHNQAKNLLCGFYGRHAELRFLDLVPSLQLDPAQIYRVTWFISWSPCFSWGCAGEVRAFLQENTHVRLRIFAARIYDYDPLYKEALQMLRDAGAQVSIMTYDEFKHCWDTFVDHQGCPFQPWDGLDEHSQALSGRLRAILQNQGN
hIAP inh = blocks human intestinal alkaline phosphatase. inhibition, % at 10 µM. actives 0.12% (n = 330,000). P09923. purified IAP, CDP-Star luminescence, 30 min;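 active = inhibition reaching a set limit with compound at 10 µM in the primary screen, cut at about 35% in these data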;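 note: plate controls were DMSO wells with enzyme for no effect and no-enzyme buffer wells for full effect; values of inactives mirror those of a sister screen read the other way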
mIAP block = blocks mouse intestinal alkaline phosphatase; purified mouse IAP, CDP-Star luminescence, 30 min; inhibition, % at 10 µM; actives 0.2% (n = 330,000);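 active = inhibition of at least 40% at 10 µM in the primary screen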;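 note: plate controls were DMSO with enzyme for no effect and no enzyme wells for full effect; values of inactives mirror those of a sister screen read the other way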
APOBEC3G inh = APOBEC3G (human) deaminase inhibition; Q9HC16; recombinant A3G, ssDNA deamination FAM/TAMRA fluorescence; inhibition, % at 20 µM; actives 0.28% (n = 330,000);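 active = inhibition of at least 40% at 20 µM, with no more than 30% in the related APOBEC3A deaminase screen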;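 note: plate controls were DMSO wells with A3G for no effect and wells lacking A3G enzyme for full effect; some compounds called inactive have numbers as strong as hits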
Target sequence (Q9HC16 whole entry, looked up): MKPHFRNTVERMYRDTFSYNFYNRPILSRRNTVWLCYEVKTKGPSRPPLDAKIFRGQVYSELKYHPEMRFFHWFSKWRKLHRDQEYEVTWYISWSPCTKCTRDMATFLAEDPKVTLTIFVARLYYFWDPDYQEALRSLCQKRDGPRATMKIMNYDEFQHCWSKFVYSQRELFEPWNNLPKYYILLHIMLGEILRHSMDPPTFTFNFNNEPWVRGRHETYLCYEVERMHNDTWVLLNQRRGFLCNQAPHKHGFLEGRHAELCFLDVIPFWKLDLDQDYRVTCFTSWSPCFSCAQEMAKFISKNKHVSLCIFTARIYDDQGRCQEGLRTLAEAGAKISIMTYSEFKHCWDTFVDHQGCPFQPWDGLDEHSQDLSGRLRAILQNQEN
MPTP block = permeability transition pore inhibition; actives 1.4% (n = 360,000); inhibition, % at 10 µM; isolated mouse mitochondria, Ca2+ swelling absorbance, 30 min;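 active = inhibition of 50% or more, scaled per plate between neutral and stimulator controls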;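 note: 0% = DMSO wells given calcium and 100% = 1 mM EGTA wells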
hIAP activ = human IAP activation | P09923 | purified human IAP, CDP-Star luminescence, 30 min; hits give high values; 1 = vehicle-only enzyme, 0 = enzyme-free background | activation factor at 10 µM | actives 0.16% (n = 330,000);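 active = activation factor of the enzyme at least 2-fold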; note: the source names both 10 and 20 µM as test concentration; values of inactives mirror those of a sister screen read the other way
mIAP act = mouse IAP activation; muIAP, CDP-Star luminescence, 30 min; hits give high values; 1 = vehicle-only enzyme signal, 0 = enzyme-free wells; actives 0.24% (n = 330,000); activation factor at 10 µM;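 active = activation factor of at least 2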; note: the source names both 10 and 20 µM as test concentration; values of inactives mirror those of a sister screen read the other way
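Assay system: mouse IAP enzyme; reagent: chemiluminescent substrate CDP-Star; dosing: test compounds delivered from DMSO solution; schedule: 30 min at room temperature; measured by: luminescence from enzymatic CDP-Star hydrolysis; controls: DMSO-only wells and no-enzyme negative control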
Active calls of the source: *; nt = not tested or not shown. No enrichment for hits (roughly 3.3% active in at least one column).

SMILES	MIN6 prolif	ATG4B inhibitor	APOBEC3A inh	hIAP inh	mIAP block	APOBEC3G inh	MPTP block	hIAP activ	mIAP act
Cc1ccc(Nc2nc(-c3c(C)n(C)n(-c4ccccc4)c3=O)c(C)s2)cc1	0.4	-10.7	-5.4	-6.9	-4.4	-6.4	-1.0	1.07	1.04
CCOC(=O)/C(C#N)=C1/CCCCCN1C	-3.3	-11.6	-2.3	-1.7	4.0	-6.8	-1.4	1.02	0.96
CN(CCOc1ccc(Cl)cc1)C(=O)c1ccccc1SCC(=O)N1CCCC1	8.6	-5.6	-4.6	3.5	5.7	-8.1	1.8	0.965	0.943
COc1ccc(-c2coc3cc(OC4OC(CO)C(O)C(O)C4O)cc(O)c3c2=O)cc1 (configuration not stated)	-2.9	-2.5	-0.1	-9.2	1.2	-1.1	-0.7	1.09	0.988
COc1ccc(NC(=O)Cn2c(CCC(=O)O)ccc2-c2ccc(C)cc2)cc1	-3.4	-2.7	-2.4	-3.0	-11.2	-5.3	0.5	1.03	1.11
CCOC(=O)c1cnc2c(-c3ccc(Cl)cc3)cnn2c1C	-3.4	-4.3	0.9	-2.2	4.5	-1.6	0.4	1.02	0.955
COc1ccc(NC(=O)C2=C(C)C(=O)OC23CCC(C)CC3)c(OC)c1 (configuration not stated)	-1.7	-6.9	2.7	11.7	-0.7	-5.1	0.8	0.883	1.01
CC(=O)N1N=C(c2ccc(Cl)cc2)CC1c1ccc([N+](=O)[O-])cc1 (configuration not stated)	-4.5	0.4	-3.4	-16.3	4.9	7.9	0.5	1.16	0.951
CCC(C)(C)NC(=O)CN(Cc1ccco1)C(=O)CCC(=O)Nc1nccs1	0.0	0.6	-0.5	-0.4	0.7	-2.6	-1.3	1	0.993
C=CCN1C(=S)CC(c2ccccc2)=Nc2ccccc21	0.6	5.1	4.7	3.9	2.9	-1.8	-0.7	0.961	0.971
Cc1nc(Cl)c(C(=O)NC(=O)Nc2cccc(C(F)(F)F)c2)c(C)c1[N+](=O)[O-]	-3.1	-5.8	-1.9	12.3	39.0	-3.9	97.3*	0.877	0.61
O=C1N/C(=C/c2ccc(Br)s2)C(=O)N1c1ccccc1	0.0	-7.1	-0.4	12.5	6.5	-3.4	-0.3	0.875	0.935
c1ccc(-c2cc(NCCN3CCCCC3)c3ccccc3n2)cc1	-6.0	-1.4	16.9	12.6	-12.1	1.2	0.0	0.874	1.12
O=C(O)c1cc2nccc(-c3ccc(F)cc3)n2n1	-0.7	-6.0	28.9	9.6	1.5	-1.4	0.7	0.904	0.985
CC/C(O)=N\S(=O)(=O)c1ccc(N=NN(C)C)cc1	-0.3	-4.6	2.8	-12.1	6.1	-3.4	-1.2	1.12	0.939
O=C1N=c2ccc(Br)cc2=C1c1sc(=S)n(NS(=O)(=O)c2ccccc2)c1O	-5.5	-7.5	-1.0	0.6	20.6	-5.4	34.0	0.994	0.794
Cc1cc2n(n1)C(c1ccc(O)cc1)Nc1ccccc1-2 (configuration not stated)	-2.2	-8.8	1.9	14.0	-4.1	-0.2	3.4	0.86	1.04
COc1cc2[nH]c(=O)n(CCCCCC(=O)N3CCN(c4ccccc4)CC3)c(=O)c2cc1OC	-3.8	-3.8	-3.2	2.5	0.9	-2.3	5.5	0.975	0.991
O=C(NC1CCCC1)c1cc(COc2ccc3ncccc3c2)on1	-6.1	-8.0	-1.8	0.8	1.8	-4.5	94.7*	0.992	0.982
Cc1ccc(NC(=O)CN2C(=O)N/C(=C\c3ccco3)C2=O)cc1	5.2	0.3	2.3	8.4	3.5	2.4	-1.1	0.916	0.965
COc1ccc(CCNC(=O)CCC(=O)N2CCN(S(=O)(=O)c3ccc(Cl)cc3)CC2)cc1OC	-2.7	-7.3	-0.4	12.8	9.9	-2.2	4.6	0.872	0.901
COc1ccc(Cc2nc(-c3ccccn3)no2)cc1OC	-2.4	-4.3	0.7	8.9	-2.4	-7.2	0.2	0.911	1.02
CC(C)C[C@H](NC(=O)c1nc[nH]c1C(=O)N1CCNCC1)C(=O)OC(C)(C)C	-0.8	1.1	1.3	-17.8	-5.8	-6.8	0.9	1.18	1.06
CCOCCCn1c(=S)[nH]c2cc(C(=O)NCCc3ccc(OC)c(OC)c3)ccc2c1=O	-1.1	8.0	-7.6	-7.2	1.0	-2.8	0.1	1.07	0.99
O=C(/C=C/c1ccc(S(=O)(=O)N2CCOCC2)cc1)NCc1ccccc1F	-3.6	-8.8	-1.4	3.4	-7.0	-7.2	0.0	0.966	1.07
CC12CC(c3ccccc3O1)C(C(=O)N1CCOCC1)C(=O)N2 (configuration not stated)	-1.6	-4.5	-1.2	4.9	-9.8	3.6	-0.3	0.951	1.1
Cc1cc(C)c(C)c(S(=O)(=O)N[C@@H](C)C(=O)OCC(N)=O)c1C	5.3	-0.3	0.3	10.1	-4.8	-13.3	0.4	0.899	1.05
Cc1nc2sc(C(=O)OCC(=O)N3c4ccccc4CC3C)c(C)c2c(=O)[nH]1 (configuration not stated)	-3.5	4.3	1.4	-1.6	8.6	-3.5	-0.4	1.02	0.914
COc1ccc(C(=O)NCCCn2ccnc2)cc1[N+](=O)[O-]	-3.7	3.2	-8.4	0.8	-4.9	-6.7	-0.7	0.992	1.05
Cc1[nH]c(C)c(S(=O)(=O)N2CCCCC2C)c1C(=O)N1CCCC1 (configuration not stated)	-0.3	0.6	0.1	16.7	4.9	0.0	-0.7	0.833	0.951
CC(=O)Nc1ccc(NC(=O)CCCSc2nc3ccccc3s2)cc1	2.9	-4.1	3.6	-0.4	-5.4	-0.5	0.6	1	1.05
Cc1ccc(CN(c2ccc(C(=O)Nc3ccc4c(c3)OCO4)cc2)S(C)(=O)=O)cc1	-3.6	22.0	3.9	4.3	11.9	-1.2	-0.1	0.957	0.881
Cc1ccccc1Cn1c(=O)n(Cc2ccco2)c(=O)c2ccccc21	2.2	2.6	-3.0	5.2	10.1	-3.3	1.9	0.948	0.899
CC(=O)N1Cc2ccccc2CC1C(=O)OCC(=O)c1c(N)n(C)c(=O)n(C)c1=O (configuration not stated)	-1.1	-6.0	-3.2	-1.9	-8.9	-11.0	1.3	1.02	1.09
COCCNC(=O)CN(C(=O)CCC(=O)Nc1ccccn1)c1ccc(F)c(Cl)c1	-0.5	nt	-6.6	-10.8	-3.5	-9.0	0.3	1.11	1.03
CCOC(=O)C1=C(O)/C(=C/c2ccc(OCC(=O)O)c(OCC)c2)SC1=Nc1ccccc1	4.0	9.5	3.8	0.1	2.5	-3.3	-0.1	0.999	0.975
O=S(=O)(Nc1cccc(S(=O)(=O)N2CCCC2)c1)c1ccc(Cl)cc1	-0.5	-10.0	-2.7	6.5	6.2	-5.2	0.9	0.935	0.938
O=C(CCN1C(=O)c2ccccc2C1=O)NCCCn1ccnc1	3.4	-7.8	3.3	15.7	-4.9	-8.6	0.3	0.843	1.05
O=C(c1ccc2c(c1)OCO2)N1CCN(S(=O)(=O)c2ccccc2)CC1	5.5	0.4	-2.9	20.9	3.7	-8.7	-1.2	0.791	0.963
COc1cccc(N2C(=NC(=O)CCc3ccccc3)SC3CS(=O)(=O)CC32)c1 (configuration not stated)	-1.3	-2.2	-0.7	-4.9	4.9	-3.3	-0.4	1.05	0.951

Whole records, quoted from the list.
Shown for O=C(/C=C/c1ccc(S(=O)(=O)N2CCOCC2)cc1)NCc1ccccc1F = MIN6 prolif = -3.6; ATG4B inhibitor = -8.8; APOBEC3A inh = -1.4; hIAP inh = 3.4; mIAP block = -7.0; APOBEC3G inh = -7.2; MPTP block = 0.0; hIAP activ = 0.966; mIAP act = 1.07
Shown for O=C(c1ccc2c(c1)OCO2)N1CCN(S(=O)(=O)c2ccccc2)CC1 = MIN6 prolif = 5.5; ATG4B inhibitor = 0.4; APOBEC3A inh = -2.9; hIAP inh = 20.9; mIAP block = 3.7; APOBEC3G inh = -8.7; MPTP block = -1.2; hIAP activ = 0.791; mIAP act = 0.963

Next part:
SMILES	MIN6 prolif	ATG4B inhibitor	APOBEC3A inh	hIAP inh	mIAP block	APOBEC3G inh	MPTP block	hIAP activ	mIAP act
CC(C)c1ccc(NC(=O)N2CCC(c3nc4ccccc4o3)CC2)cc1	-2.1	1.8	1.5	12.6	-10.5	-0.2	-1.9	0.874	1.1
COC(=O)[C@@H](NC(=O)Nc1ccc(C(C)=O)cc1)C(C)C	-1.6	-6.1	-1.7	21.5	3.5	-7.4	1.2	0.785	0.965
CCOc1ccccc1N1CCN(C(=O)c2c(CC)noc2C)CC1	4.1	15.3	-3.4	18.4	1.4	-4.8	-0.6	0.816	0.986
CCCCOc1ccc(NC(=O)C2CC=CCC2C(=O)O)cc1 (configuration not stated)	-0.5	7.4	-2.0	11.7	-2.2	-1.3	0.9	0.883	1.02
O=C(c1ccccc1)N1CCC(=O)N1c1ccccc1	0.0	6.4	-1.8	2.8	0.5	40.1*	3.0	0.972	0.995
Cc1nn(-c2ccccc2)c(C)c1/C=N/NC(=O)c1ccccc1NS(=O)(=O)c1cccs1	-1.3	-0.8	-1.0	8.8	19.0	2.4	-5.1	0.912	0.81
COc1ccc(NC(=O)CS(=O)CC(=O)NCC2OCCc3ccccc32)cc1 (configuration not stated)	0.4	-3.6	4.7	-8.1	-18.5	-4.3	3.7	1.08	1.19
Cc1ccc(OCC(=O)N(C)Cc2ccccc2)c([N+](=O)[O-])n1	0.0	-7.7	0.7	18.2	-2.3	-1.5	-0.9	0.818	1.02
O=C(CCSc1ccccc1)Nc1ccccc1Br	-2.4	6.5	-5.1	2.8	-12.4	-2.4	-0.7	0.972	1.12
O=C(NNc1ccccn1)c1ccc(Cl)nc1	-3.5	0.2	-0.8	6.4	14.4	1.0	1.6	0.936	0.856
COc1ccc(Cl)c(Cn2c(NCCCN(C)C)nc3c2c(=O)n(C)c(=O)n3C)c1	-0.1	-5.4	-3.0	-18.1	-15.8	-5.4	0.0	1.18	1.16
S=c1[nH]ncn1-c1ccccn1	0.9	-1.7	-1.7	-16.5	-6.5	-4.0	-1.8	1.17	1.06
COc1cc([N+](=O)[O-])cc(/C=N/N(CCC#N)C(C)=O)c1O	-2.2	10.5	4.4	8.6	9.1	5.2	0.9	0.914	0.909
O=C(CNC(=O)c1ccccc1)OCc1cccc(Br)c1	-4.4	-5.2	0.8	-15.0	-11.6	-2.1	-1.6	1.15	1.12
COc1cc(NC(=O)CN2CCN(c3ccccn3)CC2)cc(OC)c1OC	-1.8	-10.7	-0.9	3.8	-2.4	-7.4	0.3	0.962	1.02
CCOc1ccc(CCNC(=O)Nc2ccccc2C)cc1OCC	-2.4	-3.7	-3.2	2.7	-4.2	-7.0	0.7	0.973	1.04
Cc1ccc2nc(N3CCN(S(=O)(=O)c4ccc(C)c(Cl)c4)CC3)c(C#N)cc2c1	-3.5	1.9	-1.0	8.6	3.7	-1.7	0.0	0.914	0.963
Cc1cc(C)nc(N2CCN(C(=O)CCC(=O)Nc3nnc(CC(C)C)s3)CC2)n1	-3.0	1.2	4.6	-16.1	4.6	10.7	1.9	1.16	0.954
Cc1ccc(C)c(NC(=S)NCCc2c[nH]c3ccccc23)c1	-3.7	-5.9	-5.8	2.5	-21.7	-0.2	29.2	0.975	1.22
Cc1ccc(-c2nc3ccccc3o2)cc1NC(=S)NC(=O)/C=C/c1ccco1	-3.8	7.9	11.6	-1.7	21.8	-4.6	0.4	1.02	0.782
Cc1cc(OCC(=O)N(C)Cc2ccccc2)cc(C)c1Cl	-4.2	19.4	-2.9	4.4	-0.4	-2.0	-0.4	0.956	1
CCOC(=O)CSc1nnc(NC(=O)c2cccc(S(=O)(=O)N3CCCC3)c2)s1	-4.1	-8.5	-1.0	-0.2	-7.7	-9.2	-1.4	1	1.08
